# Peg3 promoter – Peg3 promoter-driven luciferase inhibitors, primary screen, cell-based, HeLa, luciferase luminescence; HeLa PEG-Prom luciferase reporter, overnight; hit rate 1.7% among 360,000; inhibition, % at 20 µM; AID 588405, 2011;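 active means inhibition of at least 50% at 20 µM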
# PDI turbidity – inhibitors of human PDI, primary screen, biochemical, turbidity, single point, plate reader; PDI insulin aggregation turbidity, A650, 90 min; AID 588391, 2011; hit rate 0.052% among 350,000; Protein disulfide-isomerase (Homo sapiens), P07237; inhibition, % at 10 µM;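 active means mean inhibition across replicates of 30% or more, whatever share of single replicates reach that level; inconclusive means mean inhibition below 30% while every single replicate reaches 30%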;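 further: absorbance from insulin aggregation driven by PDI reduction with DTT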
# Target sequence (P07237 whole entry, looked up): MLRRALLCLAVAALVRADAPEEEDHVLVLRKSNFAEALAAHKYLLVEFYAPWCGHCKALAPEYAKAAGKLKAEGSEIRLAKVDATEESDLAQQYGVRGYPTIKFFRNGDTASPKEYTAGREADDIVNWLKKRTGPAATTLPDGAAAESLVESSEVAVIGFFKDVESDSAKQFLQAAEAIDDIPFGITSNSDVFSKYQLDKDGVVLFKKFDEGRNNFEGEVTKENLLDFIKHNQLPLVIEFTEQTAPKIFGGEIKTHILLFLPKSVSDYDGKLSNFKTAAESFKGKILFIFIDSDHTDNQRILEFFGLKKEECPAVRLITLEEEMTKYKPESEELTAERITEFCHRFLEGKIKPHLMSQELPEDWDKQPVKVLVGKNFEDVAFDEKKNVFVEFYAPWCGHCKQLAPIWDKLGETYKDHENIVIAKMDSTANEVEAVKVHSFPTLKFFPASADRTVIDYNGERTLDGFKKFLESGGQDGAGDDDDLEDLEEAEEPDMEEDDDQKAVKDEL
# HIF-2a block – HIF-2a reporter inhibitors, primary screen, luminescence, 786-0 RCC cells; 786-0 RCC cells HIF-2a reporter, luciferase luminescence, overnight; inhibition, % at 18.8 µM; hit rate 0.72% among 360,000; AID 624352, 2012;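 active means inhibition of the luminescence signal of 40% or more relative to plate controls, in a single-dose primary screen at 18.75 µM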
# Shn3 3UTR inh – reduction of Shn3 3'UTR firefly luciferase signal, primary screen, Schnurri-3 inhibitor project, cell-based, Clone20 osteoblasts, set 2; Clone20 osteoblast Shn3 3'UTR firefly luciferase, 24 h; inhibition, % at 12.5 µM; hit rate 0.52% among 360,000; AID 588674, 2011;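 active means mean inhibition of at least 75% with every replicate also reaching 75%; inconclusive means mean inhibition at least 75% but some replicate below; inactive means mean inhibition below 75%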;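 further: 0% = median of neutral control wells and 100% = pilot-screen positive control compound; some compounds past the cut are filed as inactive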
# MITF TRPM1 inh – inhibitors of MITF-dependent TRPM1 promoter reporter, primary screen, cell-based, SK-MEL-5, single point, luciferase. SK-MEL-5 TRPM1 promoter luciferase, 24 h. inhibition, % at 12.5 µM. hit rate 0.83% among 330,000. AID 488899, 2010;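 active means mean inhibition across replicates of 60% or more, whatever share of single replicates reaches that level; inconclusive means some that reach 60%, reason not given; inactive means mean inhibition across replicates below 60%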; further: values of inactives mirror those of a sister screen read the other way
# CaV13 FRET inh – Disruptors of the CACNA1D IQ motif to Ca2+-dependent inactivation inhibitor domain association, primary screening, Förster resonance energy transfer in intact living …. HEK cells, CFP/YFP FRET ICDI-IQ, plate reader, 10 min; percent FRET-ratio fall versus neutral wells. inhibition, % at 12.3 µM. hit rate 0.098% among 340,000;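 active means mean replicate inhibition of at least 30% and at least 1% of replicates passing that level; inconclusive means only one of the two criteria is met; inactive means neither criterion is met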;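 further: 0% = median of the neutral control wells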
# KKLEB cytotox – cytotoxicity in KKLEB CF airway cells, primary screen, cytotoxicity control for CF NF-kB inhibitor project, cell-based, uHTS, fluorescence assay plates. activity change (cytotoxicity), % at 5 µM. KKLEB CF airway cells viability, ATPlite luminescence, overnight; stronger effect = lower value; cells stimulated with P. aeruginosa culture filtrate. hit rate 0.36% among 360,000;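 active means corrected activity change at or below -50% at 5 µM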
# CF NFkB block – inhibitors of PAF-induced NF-kB signaling, primary screen, cell-based, GFP fluorescence, uHTS; KKLEB NF-kB-GFP reporter, GFP fluorescence overnight; inhibition, % at 5 µM; hit rate 0.86% among 360,000; AID 588850, 2011;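 active means at least 50% inhibition at 5 µM, scaled per plate between neutral and stimulator controls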;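 further: PAF is a Pseudomonas aeruginosa culture filtrate used as stimulus; plate controls were PAF-stimulated DMSO wells for no effect and unstimulated DMSO wells for full effect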
# NR2E3 ag-1 – NR2E3 agonists in two-hybrid cells, primary screen, cell-based, luminescence, CHO-S, Gal4-NCOR/VP16-NR2E3. luciferase. AID 602229, 2012. Photoreceptor-specific nuclear receptor (Homo sapiens), Q9Y5X4. hit rate 0.35% among 360,000. inhibition of corepressor binding, % at 3.98 µM;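 active means inhibition above the mean of all tested compounds plus 3 SD, cut at about 70% in these data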;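 further: 0% = DMSO with NR2E3 transfected cells and 100% = cells lacking NR2E3 construct; higher means lower luciferase signal from less NR2E3 corepressor binding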
# Target sequence (Q9Y5X4 whole entry, looked up, the tested form may be a part): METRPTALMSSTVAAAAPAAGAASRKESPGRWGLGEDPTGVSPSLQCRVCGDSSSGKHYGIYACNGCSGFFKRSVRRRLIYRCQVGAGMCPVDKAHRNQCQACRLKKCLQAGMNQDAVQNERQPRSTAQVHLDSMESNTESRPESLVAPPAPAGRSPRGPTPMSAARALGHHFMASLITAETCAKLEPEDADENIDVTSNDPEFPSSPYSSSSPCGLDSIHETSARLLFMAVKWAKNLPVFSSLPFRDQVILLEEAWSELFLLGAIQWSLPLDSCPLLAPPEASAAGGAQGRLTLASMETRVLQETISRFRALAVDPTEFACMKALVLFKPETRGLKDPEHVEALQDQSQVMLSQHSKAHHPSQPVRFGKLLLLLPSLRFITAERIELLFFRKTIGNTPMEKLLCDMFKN
# Vif imaging – HIV Vif self-association inhibitors, primary screen, imaging, HEK293T, single point | HEK293T cells, Vif self-association by quenched fluorescence, 24 h | inhibition, % at 7.49 µM | hit rate 0.35% among 340,000 | AID 602346, 2012; in the data active means inhibition above about 50%, passing the limit was not always enough; inconclusive means no clear call, values can overlap the other calls; inactive means below about 31%; further: some results filed as inactive read as strong as hits
# NR2E3 ag-2 – inhibitors of NR2E3-RetCOR corepressor binding, primary screen, NR2E3 agonist project, biochemical, TR-FRET, GST-NR2E3, biotin-RetCOR. 1536-well. hit rate 0.12% among 320,000. AID 2300, 2010. Photoreceptor-specific nuclear receptor (Homo sapiens), Q9Y5X4. inhibition of corepressor binding, % at 4.78 µM;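 active means percent inhibition above the cutoff of mean plus 3 SD of all tested compounds, set per screening campaign, cut at about 20% in these data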;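 further: 0% = DMSO wells and 100% = biotin wells as full block of FRET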
#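 Material: NR2E3–RetCOR corepressor complex / Incubation: Compound–protein incubation for 5 h at 4 °C / Dosing: compound at 4.8 µM, single dose / Detection: time-resolved FRET / Benchmarks: high control biotin, low control 0.6% DMSO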
# * hit, by the source's call; ? = inconclusive; nt = not tested or not shown.
SMILES,Peg3 promoter,PDI turbidity,HIF-2a block,Shn3 3UTR inh,MITF TRPM1 inh,CaV13 FRET inh,KKLEB cytotox,CF NFkB block,NR2E3 ag-1,Vif imaging,NR2E3 ag-2
CCOC(=O)N1CCN(C(=O)C2CCN(S(=O)(=O)c3cc(Cl)ccc3OCC)CC2)CC1,25,-9,0,2,-1,-2,13,-25,-20,nt,1
CNc1ccccc1C(=O)OC(C)C(=O)Nc1ccc(Cl)cn1 (configuration not stated),100*,2,-186,-7,6,-4,-8,69*,-1,nt,4
CC(=O)Nc1c(NC(=O)CC#N)[nH]c2c(c1=O)c(=O)n(C)c(=O)n2C,0,-5,18,22,-21,-5,-2,-18,-14,1,3
Cc1ccc(S(=O)(=O)c2nc(S(C)(=O)=O)sc2N2CCC3(CC2)OCCO3)cc1,6,12,14,4,24,-4,-37,21,1,nt,0
C/C(=N\NC(=O)c1ccc(CN2CCOCC2)cc1)c1ccc(NC(=O)c2ccccc2)cc1,-162,-3,-149,-19,-37,-5,-16,-8,-107,17,-1
COCCNC(=O)c1ccc2c3n(nc2c1)-c1ccc(Cl)cc1CO3,-307,8,-335,-85,-81,-11,-4,-26,-133,-3,6
O=C(N=Nc1c(O)[nH]c2ccccc12)c1cc(NS(=O)(=O)c2cccs2)cc(NS(=O)(=O)c2cccs2)c1,12,-2,7,-8,16,-1,-16,21,-4,14,2
COC(=O)c1[nH]c2ccccc2c1NC(=O)CN1CCN(C(=O)c2ccco2)CC1,16,-2,6,12,-12,-6,0,9,-26,-2,-1
CN(C)S(=O)(=O)c1ccc2nnn(O)c2c1,3,2,15,-4,-1,-5,3,5,6,-2,-3
O=C1CCC(C(=O)N2CCCCO2)CN1Cc1cccc(F)c1 (configuration not stated),-32,5,-63,-18,-19,-3,-12,1,-31,-11,-1
Cc1ccc(O)c(NC(=O)C2CC(c3c(F)cccc3Cl)=NO2)c1 (configuration not stated),-20,4,-17,-118,6,-3,-6,2,-5,-2,0
Nc1ccc2c(c1)C/C(=C/c1ccco1)C2=O,-291,3,-268,-122,-51,-11,11,-15,-112,-8,7
CC[n+]1c(/C=C2\Sc3ccccc3N2C)ccc2cccc(C)c21,114*,-9,79*,89*,104*,-173,-18,-248,86*,nt,nt
COc1ccccc1CNC(=O)CN1C(=O)NC(C)(c2ccc(C)cc2)C1=O (configuration not stated),9,3,5,-15,nt,-4,4,-4,23,?,4
Cc1ccc(NC(=O)CSc2ccc(-c3cccnc3)nn2)c(C)c1,-18,5,-4,-5,3,-3,0,-39,-20,11,-1
O=C(Nc1cccc2c1CCCC2)c1cc([N+](=O)[O-])ccc1Cl,44,2,-16,1,-14,-2,-24,-17,8,-4,1
CN1C(=O)C(CC(=O)Nc2ccc(F)cc2)N(NC(=O)c2cccc(F)c2)C1=S (configuration not stated),9,3,17,3,-7,-19,-5,-4,0,-2,4
COc1ccc(OCC(=O)Nc2ccc(NC(=O)c3ccccc3Cl)c(OC)c2)cc1,-8,1,-4,-12,-9,nt,9,5,-7,16,-1
COc1ccc(NC(C)C(=O)Nc2ccc(C(C)(C)C)cc2)cc1Cl (configuration not stated),-8,-5,-31,7,-30,-4,-3,3,-2,-21,2
O=C(COC(=O)Cc1cccc(C(F)(F)F)c1)NC1CC1,8,-4,10,-7,24,-6,8,-5,-25,5,2
CCOc1ccc(NC(=O)C(=O)NCCCn2ccnc2)cc1,10,-2,15,11,14,nt,1,4,-8,-9,1
O=S(=O)(Nc1ccc(N2CCOCC2)cc1)c1c(F)cc(F)cc1Br,-15,-73,6,8,0,-5,-5,-4,-17,6,-3
CC(=O)Nc1ccc(NC(=O)C(C)OC(=O)CCCN2C(=O)c3cccc4cccc(c34)C2=O)cc1 (configuration not stated),4,-19,-22,-12,-4,-6,-24,-5,14,-3,3
CCc1ccccc1NC(=O)C1CCCN(c2ncccn2)C1 (configuration not stated),18,7,7,-1,9,-2,-3,-18,-26,-5,-1
O=c1c2[nH]c3ccccc3c2ncn1CCCn1ccnc1,18,2,10,19,9,-6,4,-18,1,-7,-1
O=c1cc(-c2ccc(O)cc2)oc2c(C3OCC(O)C(O)C3O)c(O)c(C3OC(CO)C(O)C(O)C3O)c(O)c12 (configuration not stated),-1,nt,5,0,-3,nt,8,-13,5,-15,3
COc1cc(/C=C2\SC(=S)N(NC(=O)c3cccc(O)c3)C2=O)ccc1O,-20,-6,-49,-11,13,-29,-7,27,6,nt,nt
COc1ccccc1/C=N/NC(=O)c1cccc2ccccc12,21,3,8,10,1,-2,9,2,-5,-3,1
NC(=O)C1CCCN1S(=O)(=O)c1ccc2ccccc2c1 (configuration not stated),19,-2,8,-17,4,nt,-6,10,17,nt,2
Cc1csc2nc(CSc3nc4ccccc4o3)cn12,-208,14,-217,-68,-79,-4,-1,6,-132,-3,0
CCOC(=O)N1CCN(C(=O)CSc2nc(=O)n3ccccc3n2)CC1,14,1,-3,-3,0,-6,4,5,21,18,-2
Cc1cc(NC(=O)CCC(=O)N(c2ccc(F)cc2)C(C(=O)NC2CCCC2)c2cccnc2)no1 (configuration not stated),-10,-3,5,2,1,-8,-4,-1,-25,7,-5
CCOc1ccc(/C(=N\O)C(C)NO)cc1 (configuration not stated),-17,3,-12,6,-3,-10,-2,3,9,-4,3
COc1cc(O)c(C(CCN2CCCC2)c2cc(OC)c(OC)c(OC)c2)c(OC)c1 (configuration not stated),-2,-6,8,-27,-6,-4,-16,13,-25,-2,2
CCOC(=O)N1CCN(c2ncnc3c2[nH]c2ccc(F)cc23)CC1,32,2,22,nt,50,-6,8,-10,80*,nt,1
CSc1nnc(-c2sc(-c3ccccc3)nc2C)n1C,-29,-19,-42,-31,-18,-5,-11,2,-14,2,-3
O=C(NCCC1=CCCCC1)C1CCN(S(=O)(=O)N2CCCC2)CC1,-6,1,8,-27,-23,-5,8,-13,0,43,7
Cc1cc2nc(-c3ccccc3)c(CC(C)(C)C)n2c(C)c1Br,-5,nt,-2,9,nt,-5,2,17,-9,nt,nt
COc1cc(C(C)=O)ccc1OCCCOc1cccc2cccnc12,-23,8,-62,-6,-1,-2,-3,4,-25,25,4
OCC1OC(n2cnc3c(SCc4ccccc4)ncnc32)C(O)C1O (configuration not stated),0,6,-67,1,-1,-17,-2,-27,-38,-7,nt
CC(C)[C@H](NC(=O)OCc1ccccc1)C(=O)OCC(=O)N1CCCCC1,-162,2,-174,-86,-49,-6,2,2,-83,0,nt
COC(=O)c1c(C)c2c(C)cc3ccccn3c-2c1C(=O)OC,2,3,4,-10,-3,-6,-1,-15,-6,nt,1
CCOc1cccc2cc(-c3cn4cc(C)ccc4n3)c(=O)oc12,-170,-4,-179,-28,41,-6,-41,-2,-42,3,1
CN(CC(=O)Nc1c(Cl)cccc1Cl)C(=O)c1sccc1-c1ccccc1,10,-6,3,11,9,-7,10,-9,-23,-1,0
O=C1c2cccnc2C(=O)N1Cc1ccco1,2,-3,7,0,-9,-6,-5,-9,-3,2,2
CC(C)(CNC(=O)c1cc2ccccc2o1)N1CCOCC1,6,6,7,10,9,-5,0,-5,-6,-1,2
Cc1ccc(S(=O)(=O)CCC(=O)Nc2ccccc2N2CCCC2)cc1,0,-8,10,3,4,-5,14,17,-2,2,-2
Cc1c(C)n(C)c2ccc(C(=O)NCc3cccs3)cc12,-18,9,-48,-1,-7,-7,-23,7,-25,-7,0
CCN(CC)S(=O)(=O)c1cccc(NC(=O)COC(=O)c2cncc(Br)c2)c1,4,10,11,-4,3,-6,-12,10,-32,4,nt
COc1cccc(-n2sc3c(c2=S)-c2cc(OC)ccc2NC3(C)C)c1,29,-5,12,24,20,-5,-13,9,-11,22,-3
CCc1ccc(OCc2nnc(SCC(=O)N3CCOCC3)o2)cc1,-2,-9,3,-16,10,-3,-4,9,-40,3,1
CNC(=O)C(NC(=O)Nc1ccc(C)cc1)C(C)(C)C (configuration not stated),5,0,-10,-3,11,-3,7,1,-16,0,1
Nc1cc(-c2ccc(Br)cc2)nn1S(=O)(=O)c1cccc2nsnc12,35,-1,28,24,nt,-6,-11,1,-8,-25,1
Cc1ccccc1C(=O)NC(C)C(c1cccs1)N1CCOCC1 (configuration not stated),8,nt,19,3,nt,-5,12,-6,-12,15,1
COc1cccc(CNC23CC4CC(CC(C4)C2)C3)c1OCc1ccccc1,21,-12,-8,61,2,-6,-14,13,18,-3,0
CC(=O)C1=C(O)C(=O)N(c2ccc(O)cc2)C1c1ccc(F)cc1 (configuration not stated),-6,9,8,-11,-7,-5,7,14,-22,-7,0
C=CCc1ccc(OCCCNC2CCCC2)c(OC)c1,-12,-2,14,-33,4,-5,3,21,-10,-3,-1
O=C(COC(=O)Cc1cccs1)Nc1cc(S(=O)(=O)N2CCOCC2)ccc1Cl,-4,-2,14,-2,-2,-4,-4,-11,-14,31,nt
Cc1ccc2c(cnn2C(=O)CCC(=O)NCc2cccc(Cl)c2)c1,3,nt,-4,-11,nt,-9,12,-8,-13,17,-4
Cc1ccc(S(=O)(=O)NC(CC(C)C)C(=O)N2CCC(C)CC2)cc1 (configuration not stated),4,-2,15,19,-17,-5,26,-4,-6,2,1
COc1ccc(C(CNC(=O)c2ccc(OCc3cscn3)cc2)N2CCCC2)cc1 (configuration not stated),-3,1,-8,-10,nt,-5,0,4,9,6,nt

# Just PDI turbidity, for some of the entries so far:
structure	PDI turbidity
COC(=O)c1c(C)c2c(C)cc3ccccn3c-2c1C(=O)OC	3
CCOc1cccc2cc(-c3cn4cc(C)ccc4n3)c(=O)oc12	-4
